# Furin inh: human furin inhibitors, primary screen, biochemical, fluorescence intensity. purified furin, fluorogenic substrate cleavage. actives 0.061% (n = 220,000). AID 463115, 2010. inhibition, % at 30 µM. P09958; in the data active = inhibition above about 25%; also: inactives centre near -15
# 14-3-3 Bad inh: inhibitors of 14-3-3 zeta/Bad binding, primary screen, biochemical, TR-FRET, bovine 14-3-3 zeta. TR-FRET 14-3-3zeta/Dy647-pBad peptide displacement, 1 h. inhibition, % at 21.7 µM. actives 0.71% (n = 220,000). AID 781, 2007;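 active = inhibition above about 70%, limit read from the data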;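 also: 0% = full 14-3-3 plus peptide FRET controls and 100% = background without 14-3-3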
# eIF4E 4G PPI: eIF4E–eIF4G protein interaction inhibitors, primary screen, biochemical, uHTS, TR-FRET, eIF4GI fragment; Eukaryotic translation initiation factor 4E (Mus musculus) + Eukaryotic translation …; actives 0.37% (n = 220,000); inhibition, % at 21.7 µM; TR-FRET eIF4E-eIF4GI(517-606) binding, 2 h;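 also: 0% = full FRET control wells and 100% = background wells lacking eIF4GI fragment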
# Target sequence (P63073 whole entry, looked up, the tested form may be a part): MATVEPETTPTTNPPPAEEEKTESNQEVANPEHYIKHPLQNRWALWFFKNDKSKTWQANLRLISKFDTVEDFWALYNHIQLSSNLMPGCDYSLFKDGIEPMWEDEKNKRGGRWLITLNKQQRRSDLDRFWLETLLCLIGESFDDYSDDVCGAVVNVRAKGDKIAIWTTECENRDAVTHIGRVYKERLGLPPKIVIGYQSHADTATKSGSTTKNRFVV
# Target sequence (Q04637 whole entry, looked up, the tested form may be a part): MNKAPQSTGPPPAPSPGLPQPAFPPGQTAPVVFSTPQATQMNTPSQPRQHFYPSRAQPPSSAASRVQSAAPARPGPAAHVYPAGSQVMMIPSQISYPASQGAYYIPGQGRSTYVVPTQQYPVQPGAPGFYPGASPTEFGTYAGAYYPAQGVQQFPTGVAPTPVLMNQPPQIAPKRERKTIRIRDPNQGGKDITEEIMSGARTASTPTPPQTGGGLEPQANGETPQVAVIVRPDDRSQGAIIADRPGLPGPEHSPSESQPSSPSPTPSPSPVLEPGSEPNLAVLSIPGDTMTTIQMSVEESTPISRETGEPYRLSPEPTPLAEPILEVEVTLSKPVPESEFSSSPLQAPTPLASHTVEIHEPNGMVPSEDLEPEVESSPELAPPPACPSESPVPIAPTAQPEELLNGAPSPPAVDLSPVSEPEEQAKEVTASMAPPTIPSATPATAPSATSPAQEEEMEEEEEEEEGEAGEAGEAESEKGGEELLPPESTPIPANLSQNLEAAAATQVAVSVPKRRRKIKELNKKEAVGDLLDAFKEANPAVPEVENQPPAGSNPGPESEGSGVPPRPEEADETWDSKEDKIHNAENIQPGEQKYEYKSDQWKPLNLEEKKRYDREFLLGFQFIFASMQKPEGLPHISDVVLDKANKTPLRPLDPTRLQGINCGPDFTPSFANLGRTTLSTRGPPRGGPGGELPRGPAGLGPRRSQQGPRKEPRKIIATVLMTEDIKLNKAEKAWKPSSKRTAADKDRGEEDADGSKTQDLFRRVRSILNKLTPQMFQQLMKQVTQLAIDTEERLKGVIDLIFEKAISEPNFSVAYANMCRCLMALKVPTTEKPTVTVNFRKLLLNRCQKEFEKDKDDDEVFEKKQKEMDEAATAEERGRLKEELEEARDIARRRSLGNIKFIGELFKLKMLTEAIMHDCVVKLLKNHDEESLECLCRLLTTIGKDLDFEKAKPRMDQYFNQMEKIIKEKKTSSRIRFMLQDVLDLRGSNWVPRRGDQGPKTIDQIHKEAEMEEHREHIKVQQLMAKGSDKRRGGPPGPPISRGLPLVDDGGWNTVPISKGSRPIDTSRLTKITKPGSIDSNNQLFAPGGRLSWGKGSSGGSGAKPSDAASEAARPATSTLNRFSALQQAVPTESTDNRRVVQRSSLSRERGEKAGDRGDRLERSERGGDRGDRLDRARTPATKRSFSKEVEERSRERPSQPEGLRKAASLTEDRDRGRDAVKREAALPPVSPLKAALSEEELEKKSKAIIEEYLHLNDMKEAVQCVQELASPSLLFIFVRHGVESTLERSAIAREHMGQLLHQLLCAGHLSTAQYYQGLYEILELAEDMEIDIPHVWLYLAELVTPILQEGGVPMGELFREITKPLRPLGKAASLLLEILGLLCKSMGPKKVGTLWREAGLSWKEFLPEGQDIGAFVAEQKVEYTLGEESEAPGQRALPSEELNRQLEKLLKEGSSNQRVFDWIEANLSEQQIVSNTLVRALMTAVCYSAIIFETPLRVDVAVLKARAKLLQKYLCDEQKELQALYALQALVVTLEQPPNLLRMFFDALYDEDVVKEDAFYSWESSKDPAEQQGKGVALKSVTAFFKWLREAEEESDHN
# Rad51 HR inh: human RAD51 strand exchange inhibitors, primary screen, biochemical, fluorescence; actives 0.085% (n = 200,000); hRad51 DNA strand exchange, fluorescence dequenching; inhibition, % at 10 µM; AID 1385, 2008;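 active = inhibition above 40% at the single screening dose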;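 also: 0% = DMSO control wells and 100% = blanks with heterologous ssDNA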
#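 Assay system: Human Rad51 nucleoprotein filaments preassembled on unlabelled ssDNA | Reagent: Donor/quencher-labelled 47-bp dsDNA substrate | Doses: One concentration, 10 µM final | Times: 37 °C 15-min filament assembly, 30-min compound preincubation, 15-min exchange | Technique: Fluorescein emission 520 nm, excitation 485 nm | Benchmarks: Plate control and blank wells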
# EBV gp42 block: Epstein-Barr virus gp42 inhibitors, primary screen, biochemical, uHTS, fluorescence polarization; actives 0.42% (n = 220,000); Fluorescence polarization binding assay, mP read-out; Glycoprotein 42 (Epstein-Barr virus (strain AG876)), Q1HVG2; inhibition, % (tested at 21.74 µM); in the data active = inhibition above about 50%
# hK5 inh: human KLK5 protease inhibitors, primary screen, biochemical, 1536-well. inhibition, % at 5 µM. actives 0.59% (n = 210,000). AID 873, 2007. recombinant hK5, fluorogenic AMC substrate cleavage;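 active = inhibition of 40% or more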;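 also: 0% = enzyme controls without compound and 100% = no-enzyme blanks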
# thrombin 1536: human alpha-thrombin inhibitors, primary screen, counter-screen for coagulation protease inhibitor project, biochemical, 1536-well, fluorogenic AMC substrate; Boc-VPR-AMC fluorogenic substrate cleavage; inhibition, % at 5 µM; actives 0.26% (n = 220,000); AID 1046, 2008;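 active = inhibition at or above 40%; inactive = inhibition below 40%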;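 also: 0% = enzyme with no compound and 100% = wells without enzyme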
#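 signal = AMC fluorescence, 355/460 nm | material = human alpha-thrombin enzyme | control set = enzyme without compound as high, wells lacking enzyme as low | times = reaction at room temperature | read-out basis = percent inhibition scaled between no-compound controls and no-enzyme blanks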
# KCC2 mod: KCC2 cotransporter modulators, thallium flux, primary screen, cell-based, HEK293 KCC2, FluoZin-2 fluorescence, MLSMR; Solute carrier family 12 member 5 (Homo sapiens), Q9H2X9; AID 1456, 2008; KCC2 cells, thallium flux FluoZin-2 fluorescence; B-score of Tl+ flux slope (higher = more flux/activation; lower = inhibition) at 10 µM; actives 2.2% (n = 190,000);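 active = thallium flux slope and its plate-corrected score both differing from the plate sample mean at a set confidence after two filtering rounds, in either direction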;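 also: slope of fluorescence scaled to starting intensity during 10 to 20 s after thallium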
# NCF1 inh: p47phox/p22phox peptide binding inhibitors, primary screen, biochemical, uHTS, NADPH oxidase regulatory subunit. fluorescence polarization, 2 h. actives 0.53% (n = 220,000). inhibition, % at 24.7 µM;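 also: 0% = p47phox with labelled peptide and 100% = labelled peptide alone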
# * = called active by the depositor; / = no result given; [ ] = dose if it differs, or a comment.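 The calls were made as follows, unless noted: active = inhibition above about 30% (limit read from the data); inactive = the rest.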
SMILES,Furin inh,14-3-3 Bad inh,eIF4E 4G PPI,Rad51 HR inh,EBV gp42 block,hK5 inh,thrombin 1536,KCC2 mod,NCF1 inh
Clc1ccccc1CN1CCC(Cc2ccccc2)CC1,-12,35,-3,6,2,7,5,-0.77,1
Cc1ccc(C(=O)NNC(=O)CSc2nnc(-c3ccccc3)n2Cc2ccccc2)cc1,-6,-17,2,-3,33,-14,-7,-0.38,-6
CC(=O)C1=C(O)CC(c2ccccc2)CC1=NCCc1c(C)[nH]c2ccccc12 (centres undefined),-12,8,-3,-1,11,-9,-3,-0.32,3
O=C(NCc1cccnc1)c1cc(-c2ccccc2)on1,-18[20 µM],2,2,14,-33,-11,1,-0.87,7
NC(=O)C1CCN(C(=O)CSc2nc3ccccc3s2)CC1,-17[20 µM],3,-4,-6,-11,1,-5,-0.71,-7
CCCc1ccc(Oc2cc(C)nc(N3CCOCC3)n2)cc1,-1[20 µM],-5,2,-1,-10,6,4,0.37,-10
CC(C)OCCCNC(=O)C1CCC(=O)N1C1CCCC1 (centres undefined),-13[20 µM],-2[fluorescence artefact?],4,0,-20,-3,-1,0.041,-1
Cc1ccc2nc(N3CCOCC3)c3nncn3c2c1,-5,-1,4,/,-12,-9,1,0.12,5
CCOC(=O)c1c(/N=C/c2ccc(C)cc2O)sc2c1CCN(C)C2,5,-8,-2,-2,-17,7,3,0.17,-17
Cc1ccc(NC(=S)N/N=C/c2c(C)nn(-c3ccccc3)c2N2CCCC2)cc1,-4,-3,2,2,-31,-3,2,0.19,7
COC(=O)COc1ccc(S(=O)(=O)Nc2ccccc2C(=O)OC)cc1,5[20 µM],1,-1,-2,-16,-12,-4,-1.3,-3
Cc1cc(NC(=O)COn2nnc3ccc(Cl)cc32)no1,-7,3,2,-9,1,9,-4,-0.48,-3
COc1cc(-c2nn3c(Cc4ccccc4)nnc3s2)cc(OC)c1OC,16[20 µM],0,-2,/,-9,-12,0,-0.73,1
COc1ccc(-c2nnc(SCC(=O)/C(C#N)=C(\C)N)o2)cc1,-15,-3,1,-2,-3,-19,-9,/,-12
Cc1ccccc1NS(=O)(=O)c1ccc(F)cc1,-22[20 µM],1,2,9,-11,-2,2,-0.11,-2
COc1ccc(Nc2nc(N)nc(SCc3nnc(C)s3)n2)cc1,7,1[fluorescence artefact?],-6[fluorescence artefact?],-3,-21,-11,4,0.35,-1
Cc1c(C#N)sc(C(N)=O)c1C,-12,-18,0,-1,-5,4,0,-0.83,0
COc1cccc(NC(=O)C(NCCC(C)C)c2ccccc2)c1 (centres undefined),-17[20 µM],-13[fluorescence artefact?],-4,-6,-7,-24,5,0.059,-30
COc1cccc(-c2nnc(SCC(=O)Nc3cc(C)ccc3OC)n2N)c1,-27,3,7[fluorescence artefact?],-8,-14,-11,-3,0.38,-17
COCCNC(=O)C(C)OC(=O)c1cc2occc2n1C (centres undefined),-5,-17,8,1,-11,-25,-10,/,-5
CCOC(=O)N1CCN(C(=O)c2cn(C)c3ccc(S(=O)(=O)N4CCC(C)CC4)cc3c2=O)CC1,-25,-3,0,-2,-21,-2,-3,-0.16,0
COC(=O)c1c(C)[nH]c(C(=O)COC(=O)Cc2ccc3c(c2)OCCO3)c1C,0,-9,-1,-1,-14,-7,1,-1.6,-4
COc1cc(OC)c(NC(=O)CCc2ccccc2)cc1Cl,-13[20 µM],5,0,2,-8,5,-2,/,-10
COc1ccc2c(c1OC)C(=O)OC2Nc1nc(-c2ccc(-c3ccccc3)cc2)cs1 (centres undefined),-11,-5[fluorescence artefact?],-3,-3,-11,-14,-4,-2.8,-27
C[n+]1c2n(c3ccccc31)N=C(c1ccc(Br)cc1)CS2,-16,1,-1,6,-11,-17,-2,/,3
Cn1c(CNc2ccccn2)c(C#N)c2ccccc21,-17[20 µM],-6[fluorescence artefact?],-3,-6,-12,-32,-10,-1.3,-7
COc1ccc(C2C(C(N)=O)=C(C)Nc3nc(-c4ccccc4Cl)nn32)c(OC)c1 (centres undefined),-23,-7,-3,1,4,-7,-2,0.56,-2
CC(/C=C/c1ccccc1)=N/NC(=O)c1cc([N+](=O)[O-])cc([N+](=O)[O-])c1,-10,26[fluorescence artefact?],4,/,-9,-48,2,3.3,-1
Cc1nnc(SCC(=O)NNC(=O)c2ccco2)n1-c1ccccc1,-4,1,2,-2,3,9,-2,0.054,-6
O=C(NCC1OCCc2ccccc21)c1ccc(NC(=O)c2ccc(Cl)cc2)cc1 (centres undefined),-23,8,-1,0,-15,-7,-2,-0.14,-16
Cn1c(SCC(=O)Nc2ccc(F)cc2)nnc1-c1cccnc1,-20,-4,6[fluorescence artefact?],0,-13,-8,3,-1.6,-1
O=c1c(Cl)c(N2CCN(S(=O)(=O)c3ccc(F)cc3)CC2)cnn1-c1cccc(Cl)c1,-8[20 µM],-34[fluorescence artefact?],-72[fluorescence artefact?],9,9,-5,-3,/,2
Cc1ccccc1C(=O)Nc1ccccc1C(=O)N/N=C\c1ccco1,-8[20 µM],4,0,1,-18,7,1,0.27,-20
O=C(CSc1nc2cccnc2n1Cc1ccccc1)NC1CCCCC1,-19[20 µM],-3,-2,-4,3,-9,0,-0.016,-6
Fc1ccccc1/C=N/Nc1nc(-c2ccccn2)nc2ccccc12,-15,-14,-7,-4,-2,-48,-7,0.3,-24
Cc1nc2nc[nH]n2c(=O)c1NS(=O)(=O)c1ccc(F)cc1,-20,4,-1,-5,-5,2,-9,-0.33,-3
Cc1ccc(CNc2cc(-c3nn4c(C)nnc4s3)ccc2C)s1,-5[20 µM],18,1,-9,-4,-26,-3,0.37,-8
COC(=O)C1=C(C)N=C2SCCC(=O)N2C1c1ccc(C(=O)OC)cc1 (centres undefined),-16[20 µM],4,-1,4,-7,21,-1,0.56,-10
Clc1cccc(CSc2nnc(-c3sccc3-n3cccc3)o2)c1,-20[20 µM],-1,3,/,-10,-3,0,-0.077,6
O=C(NCc1ccco1)C(c1cccnc1)N(C(=O)Cn1nnc2ccccc21)c1ccccc1 (centres undefined),-15,-9,2,-13,-8,11,2,0.24,-8

# Five records picked at random from those above, as already listed:
SMILES,Furin inh,14-3-3 Bad inh,eIF4E 4G PPI,Rad51 HR inh,EBV gp42 block,hK5 inh,thrombin 1536,KCC2 mod,NCF1 inh
COC(=O)C1=C(C)N=C2SCCC(=O)N2C1c1ccc(C(=O)OC)cc1 (centres undefined),-16[20 µM],4,-1,4,-7,21,-1,0.56,-10
Cc1ccc(CNc2cc(-c3nn4c(C)nnc4s3)ccc2C)s1,-5[20 µM],18,1,-9,-4,-26,-3,0.37,-8
Cc1nc2nc[nH]n2c(=O)c1NS(=O)(=O)c1ccc(F)cc1,-20,4,-1,-5,-5,2,-9,-0.33,-3
O=C(NCc1ccco1)C(c1cccnc1)N(C(=O)Cn1nnc2ccccc21)c1ccccc1 (centres undefined),-15,-9,2,-13,-8,11,2,0.24,-8
Cc1ccccc1C(=O)Nc1ccccc1C(=O)N/N=C\c1ccco1,-8[20 µM],4,0,1,-18,7,1,0.27,-20

# (listing goes on)
SMILES,Furin inh,14-3-3 Bad inh,eIF4E 4G PPI,Rad51 HR inh,EBV gp42 block,hK5 inh,thrombin 1536,KCC2 mod,NCF1 inh
COC(=O)[C@@]1(Cc2ccc(F)cc2)[C@H]2c3cc(C(=O)N(C)C)n(Cc4ccc(OC)c(OC)c4)c3C[C@H]2CN1C(=O)c1ccccc1,-11,-4,7[fluorescence artefact?],-2,4,-8,-1,-0.59,-3
S=C(NCCSCc1ccc(Cl)cc1Cl)Nc1ccccc1,-11[20 µM],7,-4,-3,-5,1,5,-0.81,-8
CCOc1ccc2ccccc2c1/C=N/NC(=O)CNC(=O)Cc1ccccc1,-15,-16,7[fluorescence artefact?],-11,-8,-25,-8,0.15,-9
CC(NC(=O)c1ccccc1)C(c1cccs1)N1CCOCC1 (centres undefined),-35,0,-1,3,-21,-14,-10,/,-8
Cc1ccccc1-c1nnn(CC(=O)Nc2ccc3c(c2)OCCO3)n1,-23,-8,2,26,-6,1,-4,-0.78,-10
CCN(CC)c1ccc(/C=N/NC(=O)c2ccc3nc[nH]c3c2)cc1,-18,3,87*,-22,-17,2,-1,0.034,-2
COc1cc(C2C3=C(Nc4ncnn42)c2ccccc2CC3)cc(OC)c1OC (centres undefined),-5,9,3,-5,-21,-2,-2,/,7
COc1cccc(OCC(=O)O)c1,-18,-7,-3,-6,-2,-8,-10,-0.049,-6
Oc1c(Cl)cc(Cl)cc1/C=N/c1nccs1,-24[20 µM],17[fluorescence artefact?],5,4,7,-14,-2,0.12,-30
CC(=O)c1ccc(N2Cc3ccccc3C2=NC(=O)c2cccs2)cc1,-21,27[fluorescence artefact?],13,-8,-8,-6,-12,-1.1,38*
CC(=O)N1N=C(c2cccc(Cl)c2)OC1c1ccc(C(C)C)cc1 (centres undefined),-20[20 µM],1,5,-15,-7,-2,-8,0.89,-15
COc1ccc(-c2[nH]ncc2CN2CCN(c3ccc(F)cc3)CC2)cc1,-20,0,-2,-10,-14,2,1,-0.0055,-17
O=C1CCC(C(=O)N(Cc2ccco2)C2(C(=O)NC3CCCC3)CCCCC2)N1 (centres undefined),-13[20 µM],-5[fluorescence artefact?],2[fluorescence artefact?],3,-6,-22,-2,/,-8
COCCNC(=O)c1ccc(C)c(S(=O)(=O)Nc2ccc(C)cc2)c1,-13[20 µM],5,0,/,3,-14,-2,0.26,-2
Cc1cc2ncn(S(=O)(=O)N3CCCCC3)c2cc1C,-19[20 µM],12,9,1,-6,4,0,-0.22,-4
O=C(Oc1ccc([N+](=O)[O-])cc1)c1ccc2ccccc2n1,-18,11,4,-3,-13,-24,-8,/,-15
O=C(NC1CCCc2ccccc21)C1CCN(S(=O)(=O)c2cccc3nsnc23)CC1 (centres undefined),-13,-8,2,/,-2,-25,1,0.043,-2
O=C(CCC(=O)N1CCc2ccccc21)Nc1ccccc1,-23,-5,12,-8,-3,4,-1,-2.9,-34
COc1cc2c(C(=O)N3CCN(C)CC3)c(C)oc2cc1Br,-20,-1,-4,-2,-10,-2,-6,/,-7
Cc1nn(-c2ccccc2)c2c1C(O)n1c(nc3ccccc31)S2 (centres undefined),-10,13,-2[fluorescence artefact?],0,-10,4,4,-0.45,13
Cc1nc(SCC(=O)NCc2ccc(F)cc2)c2c(=O)n(C)c(=O)n(C)c2n1,-26,5,-2[fluorescence artefact?],-2,-6,-21,-3,/,2
CC(C)C(=O)Nc1ccc(C(=O)N2CCN(C(=O)c3ccco3)CC2)cc1,-24,-8,20,-2,-3,-12,6,/,-13
COc1cc(NC(=O)c2ccc(Br)o2)ccc1NC(=O)c1ccccc1Cl,-19[20 µM],9,3,4,-3,1,-10,0.37,-17
Cc1occc1C(=O)OCC(=O)Nc1ccc(F)cc1,-18,-10,-4,4,1,-27,0,0.41,-23
CCc1ccc2c(c1)C1(NN=C(c3ccccc3)S1)C(=O)N2 (centres undefined),-13[20 µM],-6,-3,-6,-14,-46,-1,-1.3,6
COCCNC(=O)c1ccc(NS(=O)(=O)c2cc(C)ccc2C)cc1,-17[20 µM],1,-17,0,-8,42*,18,-0.11,-3

# Screening results: PubChem BioAssay, several laboratories
